MITF act: MITF TRPM1 promoter activation in melanoma cells; activation, % at 12.5 µM; SK-MEL-5 TRPM1-promoter luciferase, 24 h; % of positive control, neutral wells = 0; 300,000 tested, 0.75% active;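 active = mean activation of at least 80% with every replicate also reaching 80%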;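 note: 0% = neutral control wells and 100% = parthenolide positive control wells; values of inactives mirror those of a sister screen read the other way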
V-ATPase pH: regulators of yeast V-ATPase proton transport; S. cerevisiae, pHLuorin cytosolic pH fluorescence; response, % at 10 µM; 350,000 tested, 0.37% active; AID 504577; in the data active = response mostly above about 7.3%, no sharp cut-off; inactive = mostly below about 5.4%; note: actives read high; inactives centre near 0; some compounds called inactive have numbers as strong as hits; reference of the scale not given here
Wnt act: activators of Wnt/beta-catenin signaling. activation, % at 9.35 µM. 300,000 tested, 1.2% active. Wnt/beta-catenin reporter cell assay, activator, plate reader; in the data active = activation above about 30%, passing the limit was not always enough;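 note: 0% = neutral control wells and 100% = positive control wells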
CAL PDZ FP-1: CAL PDZ (human) peptide binding inhibition; AID 602252; purified CAL PDZ, TMR-peptide fluorescence polarization, 1 h; inhibition, % at 24.9 µM; 300,000 tested, 0.92% active; Q9HD26;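 active = mean inhibition of at least 30% with at least half of replicates also reaching 30%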;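 note: 0% = DMSO neutral control and 100% = excess unlabeled competitor peptide PRC23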
CAL PDZ FP-2: human CAL PDZ-peptide interaction inhibition; AID 504414; inhibition, % at 20 µM; purified CAL PDZ, TMR-peptide fluorescence polarization, 1 h; 330,000 tested, 0.02% active; Q9HD26;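 active = highest replicate inhibition of at least 40%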;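 note: plate controls were DMSO neutral control wells for no effect and unlabeled competitor peptide control wells for full effect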
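Material: tagged CAL PDZ domain; buffer or medium: 25 mM sodium phosphate pH 7.4, 150 mM NaCl, TCEP, IgG, Thesit; compound dosing: single point, 20 µM; schedule: 1 h incubation at room temperature before polarization reading; measured by: FP readout, S and P plane fluorescence; read-out basis: percent inhibition from loss of millipolarization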
Rtt109 Vps75: C. albicans Rtt109 histone acetyltransferase inhibition; Q5AAJ8; 330,000 tested, 0.16% active; inhibition, % at 34.9 µM; purified Rtt109/Vps75, ThioGlo CoA-SH fluorescence, 4 h;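 active = inhibition of at least 50% in every replicate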
Target sequence (Q5AAJ8 whole entry, looked up): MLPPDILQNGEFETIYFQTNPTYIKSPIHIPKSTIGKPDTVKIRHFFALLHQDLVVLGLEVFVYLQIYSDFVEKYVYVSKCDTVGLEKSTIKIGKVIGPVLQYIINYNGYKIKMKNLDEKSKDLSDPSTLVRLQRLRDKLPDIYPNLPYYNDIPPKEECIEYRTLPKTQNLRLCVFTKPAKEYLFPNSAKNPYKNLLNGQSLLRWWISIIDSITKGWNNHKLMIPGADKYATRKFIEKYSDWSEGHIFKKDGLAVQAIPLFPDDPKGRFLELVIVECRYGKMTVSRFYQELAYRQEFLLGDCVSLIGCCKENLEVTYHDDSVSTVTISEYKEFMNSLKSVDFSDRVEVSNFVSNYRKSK
CDK5 inh: inhibitors of human CDK5/p35 kinase | Recombinant CDK5/p35, ADP-Glo luminescence, 60 min | AID 488839 | 330,000 tested, 0.01% active | Q00535+Q15078 | inhibition, % at 10 µM;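 active = highest replicate inhibition of at least 50% and at least 75% of replicates reaching 50%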;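 note: plate controls were DMSO neutral control for no effect and GW8510 at 10 µM for full effect; many of its hits are not listed in these tables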
Tat transport: E. coli Tat transport inhibition; E. coli MC4100 TorA-mCherry Tat export, fluorescence; inhibition, % at 10 µM; 340,000 tested, 0.036% active; AID 488895;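 active = mean replicate inhibition at least 50% and at least half of replicates individually reaching 50%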;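 note: exported cargo escapes ClpAP degradation while cytoplasmic cargo is degraded and loses fluorescence; 0% = median of neutral control wells and 100% = median of NaSCN control wells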
RTF Ca sens act: cardiac RTF calcium sensitization. IANBD-labeled TnC RTF fluorescence at EC20 calcium; 0% EC20 calcium, 100% full calcium. P19429+P45379. activation, % at 7.2 µM. 340,000 tested, 0.24% active;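 active = activation above the mean over all tested compounds plus 3 SD, cut at about 30% in these data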;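 note: rise in fluorescence read as greater calcium sensitivity of cardiac thin filaments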
dFosB act: activators of mouse delta FosB homodimer. P13346. purified delta FosB, TAMRA-CDK5 oligo fluorescence polarization; percent of positive-control signal above neutral wells. activation, % at 25 µM. 340,000 tested, 0.99% active;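 active = mean activation above about 17%, with every replicate also reaching it, limit read from the data, passing the limit was not always enough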;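 note: fluorescence polarization rise as delta FosB binds a TAMRA Cdk5 AP-1 oligo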
Target sequence (P13346 whole entry, looked up): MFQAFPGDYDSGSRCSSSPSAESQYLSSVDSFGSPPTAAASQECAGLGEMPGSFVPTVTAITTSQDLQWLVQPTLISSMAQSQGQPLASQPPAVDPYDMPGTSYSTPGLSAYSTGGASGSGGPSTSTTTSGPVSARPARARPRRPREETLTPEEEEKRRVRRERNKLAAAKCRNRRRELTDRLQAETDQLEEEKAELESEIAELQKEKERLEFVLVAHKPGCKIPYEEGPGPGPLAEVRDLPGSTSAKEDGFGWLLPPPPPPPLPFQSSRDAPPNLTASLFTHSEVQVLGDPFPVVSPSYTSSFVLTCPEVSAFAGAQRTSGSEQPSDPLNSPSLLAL
* = called active by the depositor; . = no result given.

Short forms: A = MITF act; B = V-ATPase pH; C = Wnt act; D = CAL PDZ FP-1; E = CAL PDZ FP-2; F = Rtt109 Vps75; G = CDK5 inh; H = Tat transport; I = RTF Ca sens act; J = dFosB act
1) COc1ccccc1N1CC(C(=O)OCC(=O)Nc2cc(C)on2)CC1=O (stereo unspecified)
  A = -3; B = 1; C = -2; D = -4; E = -2.4; F = -17; G = 0.2; H = -7; I = 3; J = -4
2) Cc1ccc(NC(=O)CN(C)C(=O)C2CC(=O)N(Cc3ccccc3)C2)cc1 (stereo unspecified)
  A = 10; B = 3; C = 12; D = 2; E = -2.6; F = -1; G = 1.4; H = 1; I = 2; J = -21
3) Cc1cc(C(=O)c2cnc(/N=C/N(C)C)s2)cc(C)c1O
  A = .; B = 4; C = 3; D = -5; E = -3.8; F = 10; G = 0.4; H = -7; I = -5; J = -7
4) COc1ccc(C(=O)NN/C(C)=C/C(=O)c2ccccc2)cc1
  A = .; B = -20; C = 1; D = 5; E = -1.0; F = -2; G = -2.4; H = -1; I = -4; J = 5
5) COc1nc(SCC(=O)Nc2ccccc2Cl)nc(N(C)C)n1
  A = 5; B = -4; C = -4; D = -1; E = -0.8; F = -2; G = 1.0; H = -11; I = 2; J = -3
6) CN(C(=O)CSc1nc2ccccc2c(=O)n1-c1ccccc1F)C1CCS(=O)(=O)C1 (stereo unspecified)
  A = 6; B = 2; C = 4; D = -5; E = -0.5; F = 0; G = -1.3; H = -3; I = -4; J = -6
7) Cn1c(NNC(=O)C2CCCCC2)cc(=O)n(C)c1=O
  A = 9; B = -2; C = -1; D = -3; E = -1.4; F = 1; G = -1.4; H = -8; I = 0; J = 5
8) COC(=O)c1ccc2c(=O)n(CCCCCC(=O)NCCNC(C)=O)c(=O)[nH]c2c1
  A = 1; B = 4; C = 0; D = -3; E = 0.9; F = 2; G = 0.1; H = -2; I = -2; J = 1
9) CCCN(CCC)CCCNC(=O)c1cc2c(=O)n(C)c3ccccc3c2n1C
  A = .; B = -1; C = -1; D = .; E = -1.1; F = 10; G = 1.6; H = 3; I = 3; J = -33
10) CCOC(=O)N1CCC(N2CC34C=CC(O3)C(C(=O)Nc3ccc(OCC)cc3)C4C2=O)CC1 (stereo unspecified)
  A = -3; B = -1; C = -2; D = 3; E = -0.2; F = -2; G = 3.5; H = -6; I = -5; J = 2
11) O=C(CNC(=O)c1ccc(Cl)cc1Cl)OCN1C(=O)c2ccccc2C1=O
  A = 6; B = 3; C = 0; D = -1; E = -1.4; F = 11; G = 0.8; H = -1; I = -1; J = -5
12) CN1CCN(CCCNC(=O)c2ccc3c(c2)N(Cc2ccc(F)cc2)CCS3)CC1
  A = 12; B = -1; C = -3; D = 0; E = -1.0; F = -35; G = .; H = 2; I = 4; J = 1
13) O=C(CCN1CCN(CCO)CC1)Nc1ccc(Br)cc1
  A = .; B = -2; C = -4; D = .; E = -0.4; F = 14; G = -3.9; H = -11; I = 4; J = 3
14) COc1ccc(C2C(C(=O)N3CCOCC3)=C(C)NC3=C2C(=O)CC(C)(C)C3)c(OC)c1 (stereo unspecified)
  A = .; B = 1; C = .; D = -4; E = -0.4; F = -200; G = -1.2; H = 2; I = 0; J = 4
15) Nc1ccc(-c2nc(-c3ccccc3)nc3ccccc23)cc1
  A = -13; B = -5; C = -1; D = -3; E = 0.4; F = -13; G = -1.0; H = 1; I = -3; J = -4
16) O=C(COC(=O)c1nn(-c2ccccc2)c(=O)c2ccccc12)NC1CCS(=O)(=O)C1 (stereo unspecified)
  A = -3; B = -2; C = .; D = -2; E = -1.9; F = -6; G = -0.8; H = -11; I = 9; J = -6
17) Cc1ccc(NC(=S)N(CCN(C)C)C(C)c2cccnc2)cc1 (stereo unspecified)
  A = 10; B = 1; C = -2; D = -4; E = 0.4; F = 0; G = 1.4; H = -3; I = -5; J = -2
18) O=C(NC1CCS(=O)(=O)C1)c1cccc(S(=O)(=O)N2CCOCC2)c1 (stereo unspecified)
  A = -1; B = 2; C = .; D = 1; E = 0.1; F = -12; G = -1.0; H = -5; I = 2; J = 2
19) CC12CCC(=O)N1C(C(=O)NNC(=O)c1ccc(Cl)cc1)CS2 (stereo unspecified)
  A = 4; B = 0; C = 0; D = .; E = -0.1; F = 0; G = -0.3; H = -5; I = -2; J = -6
20) CCCCCCCCCC(=O)N[C@@H]1c2cc(OC)c(OC)cc2C[C@H]1O
  A = 5; B = 0; C = -1; D = -3; E = -0.5; F = -8; G = 1.1; H = -2; I = -5; J = 4
21) O=C(Nc1ccc2c(c1)OCCO2)C1CCCC1
  A = -18; B = 2; C = -15; D = -3; E = 1.0; F = -2; G = -2.3; H = -8; I = -2; J = 2
22) CC[C@@](C)(NS(=O)(=O)OCC(Cl)(Cl)Cl)c1ccccc1
  A = 23; B = -3; C = 1; D = -4; E = -0.1; F = -7; G = 2.2; H = 3; I = 5; J = 5
23) Cc1nc(-c2ccccn2)nc(SCC(=O)c2ccc(F)cc2)c1Cl
  A = .; B = -1; C = 8; D = 3; E = -0.7; F = 7; G = 1.4; H = 1; I = -3; J = -22
24) CN(Cc1ccccc1)C(=O)COC(=O)Cn1cnc2ccccc21
  A = -1; B = -2; C = -1; D = -7; E = 10; F = -1; G = 0.5; H = -6; I = 2; J = 6
25) Cc1ccc(C(=O)OCC(=O)NNC(=O)COc2ccc(Cl)cc2)c(O)c1
  A = 4; B = -1; C = -1; D = -4; E = -2.1; F = 3; G = 1.0; H = 1; I = -1; J = 9
26) CCOC(=O)c1ccc(NC(=O)CC2SCCNC2=O)cc1 (stereo unspecified)
  A = .; B = -1; C = 41*; D = -4; E = -3.5; F = 1; G = 0.0; H = 7; I = 9; J = -10

Another view of some results above.
| entry | SMILES | MITF act | V-ATPase pH | Wnt act | CAL PDZ FP-1 | CAL PDZ FP-2 | Rtt109 Vps75 | CDK5 inh | Tat transport | RTF Ca sens act | dFosB act |
| --- | --- | --- | --- | --- | --- | --- | --- | --- | --- | --- | --- |
| 8 | COC(=O)c1ccc2c(=O)n(CCCCCC(=O)NCCNC(C)=O)c(=O)[nH]c2c1 | 1 | 4 | 0 | -3 | 0.9 | 2 | 0.1 | -2 | -2 | 1 |
| 9 | CCCN(CCC)CCCNC(=O)c1cc2c(=O)n(C)c3ccccc3c2n1C | . | -1 | -1 | . | -1.1 | 10 | 1.6 | 3 | 3 | -33 |
| 10 | CCOC(=O)N1CCC(N2CC34C=CC(O3)C(C(=O)Nc3ccc(OCC)cc3)C4C2=O)CC1 (stereo unspecified) | -3 | -1 | -2 | 3 | -0.2 | -2 | 3.5 | -6 | -5 | 2 |
| 11 | O=C(CNC(=O)c1ccc(Cl)cc1Cl)OCN1C(=O)c2ccccc2C1=O | 6 | 3 | 0 | -1 | -1.4 | 11 | 0.8 | -1 | -1 | -5 |
| 12 | CN1CCN(CCCNC(=O)c2ccc3c(c2)N(Cc2ccc(F)cc2)CCS3)CC1 | 12 | -1 | -3 | 0 | -1.0 | -35 | . | 2 | 4 | 1 |
| 13 | O=C(CCN1CCN(CCO)CC1)Nc1ccc(Br)cc1 | . | -2 | -4 | . | -0.4 | 14 | -3.9 | -11 | 4 | 3 |
| 14 | COc1ccc(C2C(C(=O)N3CCOCC3)=C(C)NC3=C2C(=O)CC(C)(C)C3)c(OC)c1 (stereo unspecified) | . | 1 | . | -4 | -0.4 | -200 | -1.2 | 2 | 0 | 4 |
| 15 | Nc1ccc(-c2nc(-c3ccccc3)nc3ccccc23)cc1 | -13 | -5 | -1 | -3 | 0.4 | -13 | -1.0 | 1 | -3 | -4 |
| 16 | O=C(COC(=O)c1nn(-c2ccccc2)c(=O)c2ccccc12)NC1CCS(=O)(=O)C1 (stereo unspecified) | -3 | -2 | . | -2 | -1.9 | -6 | -0.8 | -11 | 9 | -6 |
| 17 | Cc1ccc(NC(=S)N(CCN(C)C)C(C)c2cccnc2)cc1 (stereo unspecified) | 10 | 1 | -2 | -4 | 0.4 | 0 | 1.4 | -3 | -5 | -2 |
| 18 | O=C(NC1CCS(=O)(=O)C1)c1cccc(S(=O)(=O)N2CCOCC2)c1 (stereo unspecified) | -1 | 2 | . | 1 | 0.1 | -12 | -1.0 | -5 | 2 | 2 |

Assay outcomes as filed in PubChem BioAssay.
